Compound activity: PubChem BioAssay, several laboratories
ER stress rescue = protection against thapsigargin-triggered cell killing – 384-well, CSM14.1, ATP luminescence, primary screen (AID 1222). CSM14.1 thapsigargin-induced death rescue, ATP luminescence; higher % means a stronger effect. one-dose cellular ATP content (survival), % at 20 µM; EC50 in µM for titrated hits. 190,000 tested, under 10 active;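 active means EC50 below 50 µM in the dose-response confirmation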;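 further: death triggered by thapsigargin at about 15 µM added after 2 h compound pretreatment; cell ATP read after overnight thapsigargin exposure of roughly 18 to 22 hours; normalized against plate controls of thapsigargin alone and 5% DMSO vehicle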
TNAP activation fold = human TNAP enzyme activators, primary screen, biochemical, luminescent, no phosphate acceptor, uHTS (AID 1001); purified TNAP, luminescent activation assay, no phosphate acceptor; higher activation fold means a stronger effect; activation fold at 20 µM, or EC50 in µM where a hit was titrated; 200,000 compounds, 0.03% hits; in the data active means activation fold from about 3, or a potency from the dose series; inactive means the rest, 99 in 100 with activation fold below about 1.6; further: many of its hits are not listed in these tables
Myeloid diff 2 = myeloid differentiation induction | 360,000 compounds, 1% hits | AID 624256 | calls only at 10 µM | ER-HoxA9 myeloid progenitors, lysozyme-GFP differentiation, flow cytometry;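 active means normalized GFP-positive differentiation at or above the plate's own cutoff, the solvent-only control mean plus 3 SD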;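 further: cells exposed to compound for four days before flow analysis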
human PMI inhibition = MPI enzyme activity inhibition – biochemical, fluorescence intensity, coupled assay, primary screen (AID 1209); purified PMI enzyme, coupled fluorescence intensity; higher % means a stronger effect; inhibition, % at 20 µM, or IC50 in µM where a hit was titrated; 190,000 compounds, 0.42% hits;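 further: plate controls were DMSO vehicle for no effect and wells lacking substrate for full effect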
LYP inhibition = inhibitors of LYP phosphatase, biochemical, fluorescence intensity, uHTS (AID 1779). recombinant LYP phosphatase, fluorescence intensity; higher % means a stronger effect. inhibition, % at 11.5 µM; hits with a dose series show IC50 in µM. 290,000 compounds, 0.054% hits;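 further: plate controls were vehicle with enzyme for no effect and no enzyme for full effect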
human PMI inhibitors = human PMI inhibitors, high substrate, primary screen, biochemical, fluorescence intensity, high mannose 6-phosphate (AID 1220); 190,000 compounds, 0.66% hits; inhibition, % at 20 µM, or IC50 in µM where a hit was titrated; recombinant PMI enzyme, coupled fluorescence intensity; higher % means a stronger effect
P. falciparum M1AAP = P. falciparum M1AAP inhibitors, biochemical, fluorogenic H-Leu-NHMec substrate, 1536-well (AID 1445) | recombinant M1AAP, H-Leu-NHMec fluorogenic kinetic assay; higher % means a stronger effect | inhibition, % at 30 µM, or IC50 in µM where a hit was titrated | 220,000 compounds, 0.42% hits;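 active means primary inhibition above the hit cutoff, then over 50% inhibition at one or more dose response concentrations, cut at about 23% in these data, passing the limit was not always enough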;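 further: plate controls were DMSO full reaction for no effect and no enzyme background for full effect; strong numbers were not always called active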
P. falciparum M17LAP = P. falciparum M17LAP inhibitors, primary screen, biochemical, fluorogenic H-Leu-NHMec substrate, 1536-well (AID 1619). recombinant M17LAP, H-Leu-NHMec fluorogenic kinetic assay; higher % means a stronger effect. one-dose inhibition, % at 30 µM; IC50 in µM for titrated hits. 220,000 compounds, 0.38% hits;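 active means compound inhibiting the enzyme by more than half at any dose during confirmatory dose-response retesting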;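 further: plate controls were full reaction with DMSO carrier for no effect and no enzyme background for full effect; strong numbers were not always called active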
XIAP antagonists = XIAP antagonists, biochemical, IAP family, fluorescence polarization (AID 1018). XIAP BIR domain, fluorescence polarization peptide displacement; higher % means a stronger effect. displacement, % at 20 µM; hits with a dose series show IC50 in µM. 200,000 compounds, 0.007% hits; in the data active means displacement above about 50%; further: a part of the inactive calls stands beside numbers as strong as those of hits
Myeloid diff 2 GFP+ MAC1+ % = recorded beside Myeloid diff 2, whose call it bears; GFP+ MAC1+ double positive, %; measured here: differentiation confirmed by MAC1 staining
The depositor's hits bear a star; i = inactive; . = no result given. Unless noted, no stated cut-off is given here; in the data, active means inhibition above about 50%; inactive means the rest.

A first look, four compounds:
SMILES | ER stress rescue | TNAP activation fold | Myeloid diff 2 | Myeloid diff 2 GFP+ MAC1+ % | human PMI inhibition | LYP inhibition | human PMI inhibitors | P. falciparum M1AAP | P. falciparum M17LAP | XIAP antagonists
O=C(N/N=C\c1cc(Br)cs1)C1COc2ccccc2O1 (stereo not drawn) | -2.5% | 1.1 | i | 0.7 | 7% | -8% | 9% | 7% | 4% | -6.4%
O=P(OC1CCCCC1)(OC1CCCCC1)C(O)c1ccccc1 (stereo not drawn) | -0.4% | 1.3 | i | 0.5 | -2% | -1% | -3% | 2% | 6% | 0.2%
O=S(=O)(c1ccc(NC(=S)N/N=C/c2c3ccccc3cc3ccccc23)cc1)N1CCOCC1 | 0.0% | 1 | i | 0.2 | -54% | 5% | -81% | 10% | -1% | 0.1%
COC(=O)c1sccc1NC(=O)c1ccc2c(c1)OCO2 | -1.1% | 1 | i | 1.1 | -2% | -10% | -4% | 2% | 0% | -1.1%

The whole of this part, previewed entries included:
SMILES | ER stress rescue | TNAP activation fold | Myeloid diff 2 | Myeloid diff 2 GFP+ MAC1+ % | human PMI inhibition | LYP inhibition | human PMI inhibitors | P. falciparum M1AAP | P. falciparum M17LAP | XIAP antagonists
O=C(N/N=C\c1cc(Br)cs1)C1COc2ccccc2O1 (stereo not drawn) | -2.5% | 1.1 | i | 0.7 | 7% | -8% | 9% | 7% | 4% | -6.4%
O=P(OC1CCCCC1)(OC1CCCCC1)C(O)c1ccccc1 (stereo not drawn) | -0.4% | 1.3 | i | 0.5 | -2% | -1% | -3% | 2% | 6% | 0.2%
O=S(=O)(c1ccc(NC(=S)N/N=C/c2c3ccccc3cc3ccccc23)cc1)N1CCOCC1 | 0.0% | 1 | i | 0.2 | -54% | 5% | -81% | 10% | -1% | 0.1%
COC(=O)c1sccc1NC(=O)c1ccc2c(c1)OCO2 | -1.1% | 1 | i | 1.1 | -2% | -10% | -4% | 2% | 0% | -1.1%
CC(=O)N/C(N)=N/c1nc2cc([N+](=O)[O-])ccc2o1 | . | . | i | 1.5 | . | 0% | . | 3% | -2% | .
O=S(=O)(O)C1CCNCC1 | -0.6% | 1.1 | . | . | -3% | -5% | -2% | -4% | 6% | 74%
Oc1ccccc1CNn1cnnc1 | -2.8% | 1.1 | i | 0.6 | -6% | -3% | -5% | -4% | 1% | -3.1%
CCNS(=O)(=O)c1ccc(CCC(=O)NCCc2ccc(OC)cc2)cc1 | -0.5% | 1.1 | i | 0.2 | -2% | -4% | 0% | 18% | 14% | -2.8%
O=C1/C(=C/c2ccco2)SC(=S)N1CC1CCCO1 (stereo not drawn) | . | . | i | 0.4 | . | -2% | . | 8% | 3% | .
O=[N+]([O-])c1ccc2cn(-c3ccccc3)nc2c1 | -1.2% | 1 | i | 0.7 | -4% | -4% | -4% | 4% | -15% | -4.3%
COc1ccc(-c2cc(C(F)(F)F)c(C#N)c(SCC(=O)Nc3nc(C)co3)n2)cc1 | -0.2% | 1.1 | i | 5.6 | -8% | -22% | 7% | -2% | -11% | -4.3%
CC1COc2ccccc2N1S(=O)(=O)c1ccccc1 (stereo not drawn) | -1.7% | 1.1 | i | 0.3 | 10% | -6% | 10% | -1% | -2% | -3.3%
CC(Sc1ccccc1)C(=O)Nc1cccc(N(C)S(C)(=O)=O)c1 (stereo not drawn) | 3.6% | 1.1 | i | 6.6 | 4% | -14% | -3% | -3% | 30% | -6.1%
CC(C)(C)S(=O)(=O)c1cnc(-c2ccccn2)nc1N | . | . | i | 0.9 | . | -6% | . | -1% | -2% | .
COC(=O)/C=C(\Oc1ccccc1)C1(O)CCCCC1 | . | . | i | 0.6 | . | -9% | . | 6% | 2% | .
COc1cc(C(=O)Nc2ccc(S(=O)(=O)NC(C)C)cc2)cc(OC)c1OC | -0.9% | 1.1 | i | 0.9 | 7% | -4% | 9% | -5% | 9% | -3.7%
CCC(CC)C(=O)Nc1cccc(-c2nc3ccccc3o2)c1 | -2.4% | 1.1 | i | 3.0 | -8% | -5% | -9% | 4% | -6% | -1.8%
COc1ccc(-c2nnc(N3CCCCC3)c3ccccc23)cc1 | 5.1% | 1 | i | 0.4 | 5% | 3% | 6% | 2% | 4% | -3.5%
COCCCNC(=O)CCn1c(=O)c2ccccc2n(CC(=O)NCCC2=CCCCC2)c1=O | -1.3% | 1.1 | i | 1.5 | -10% | -7% | -4% | 17% | 15% | -8.9%
Cc1ccc2[nH]c(=O)c(CN(C)C(=O)c3ccccn3)cc2c1 | -3.1% | 1.1 | i | 0.9 | 5% | -7% | 2% | 15% | 9% | -0.7%
COc1ccc2[nH]c(=O)c(C(c3nnnn3CC3CCCO3)N3CCc4ccccc4C3)cc2c1 (stereo not drawn) | -0.8% | 1.2 | i | 0.6 | -43% | -3% | -28% | 8% | -12% | -2.5%
Cc1ccccc1C(=O)N/N=C/c1ccccn1 | -2.3% | 1 | i | 1.1 | 7% | 2% | 12% | 3% | -9% | -5.0%
Nc1ccc(C(=O)OCc2nc3c(ccc4ccccc43)[nH]2)cc1 | -1.7% | 1.1 | i | 0.6 | 5% | 3% | 30% | 7% | 15% | -3.5%
Cc1ccc2nc(C)cc(N/N=C/c3cccnc3)c2c1 | 1.2% | 1 | i | 0.4 | . | -6% | . | -1% | -9% | -5.3%
O=C(NCCN1CCOCC1)c1c[nH]c2ccc(S(=O)(=O)N3CCOCC3)cc2c1=O | -3.1% | 1.1 | i | 2.0 | -4% | 2% | 0% | 2% | -14% | 1.1%
COc1cccc(CC2(CO)CCCN(Cc3nc(-c4cccs4)oc3C)C2)c1 (stereo not drawn) | -1.5% | 1.1 | i | 0.2 | 10% | -8% | 10% | 4% | 1% | -5.9%
Cc1ccc(C(=O)NC(c2ccccc2)C(Cl)Cl)cc1 (stereo not drawn) | -0.5% | 1.1 | i | 0.3 | -4% | -1% | -16% | 0% | -4% | -11%
O=C(CN1c2cccc3cccc(c23)S1(=O)=O)Nc1ccc(S(=O)(=O)N2CCOCC2)cc1 | -3.0% | 1.1 | i | 1.4 | -16% | -5% | 8% | 11% | 3% | -3.6%
CSc1ccc(/C=N\NC(=O)CNc2ccc(C)cc2)cc1 | 3.9% | 1 | i | 1.8 | 18% | -3% | 13% | 7% | 15% | -7.7%
CC(C)(C)c1csc(NC2=NS(=O)(=O)c3ccccc32)n1 | -3.1% | 1.1 | i | 1.9 | -2% | 3% | -8% | 8% | -9% | -3.9%
O=c1[nH]c(SCc2n[nH]c(=S)n2-c2ccccc2)nc2sc3c(c12)CCC3 | -0.8% | 0.8 | i | 6.8 | 21% | -6% | 13% | 19% | 9% | -6.5%
Cc1ccc(CSc2nnc(-c3ccc(NS(=O)(=O)c4ccccc4)cc3)o2)cc1 | -0.9% | 1 | i | 0.4 | 22% | 10% | 16% | 2% | 12% | -3.8%
O=C(c1cccs1)N1CCn2c1nc1ccccc12 | -4.6% | 1.1 | i | 0.6 | 10% | -1% | 6% | -4% | 2% | -3.6%
Cc1cc(NC(=O)c2cc(-c3cccnc3)nc3c(C)c(C)ccc23)no1 | -0.9% | 1 | i | 1.8 | 17% | 0% | 24% | 9% | -1% | -5.3%
COc1ccc(S(=O)(=O)Nc2cc(C)nn2-c2ccccc2)cc1 | 2.3% | 1.1 | i | 0.3 | 12% | -13% | 6% | 9% | -6% | -9.2%
C/C(=N\NC(=O)C(N)=O)c1ccc(Br)cc1 | -2.6% | 1 | i | 0.2 | 0% | -4% | 3% | 13% | -14% | -11%
CC(=O)N1CCc2c(sc(NC(=O)CN3C(=O)CCC3=O)c2C(N)=O)C1 | -0.9% | 1.1 | i | 1.3 | 11% | 22% | 28% | 5% | 10% | 3.0%
Cc1nc2ccc(NC(=O)c3cccnc3)cc2s1 | -0.9% | 1 | i | 0.3 | 0% | -6% | 12% | 5% | 0% | -4.0%
C=CCNC(=S)NCCO | . | . | i | 0.5 | . | -5% | . | -1% | 0% | .
CC1(C)Cc2c(sc(NC(=O)c3ccc4ncsc4c3)c2C(N)=O)C(C)(C)N1 | -0.7% | 1.1 | i | 0.5 | 0% | 1% | 21% | 13% | -10% | -4.3%
O=C(O)CCc1ccc(-c2ccccc2)n1NC(=O)c1ccco1 | -2.8% | 1 | i | 0.2 | 15% | -4% | 6% | 3% | -3% | -4.8%
NS(=O)(=O)c1ccc(CCNS(=O)(=O)c2ccccc2)cc1 | -1.4% | 1 | i | 0.1 | -7% | 1% | -10% | 4% | 1% | -6.1%
COC(=O)CCC/C=C1/SCC(NC(=O)c2ccccc2)/C1=N/O (stereo not drawn) | 2.1% | 1.1 | i | 0.2 | -6% | -12% | -7% | 3% | 4% | -7.3%
O=C(CSc1nc(O)cc(=O)[nH]1)N1c2ccccc2CCc2ccccc21 | . | . | i | 0.9 | . | -1% | . | 15% | -8% | .
CC(C)OC(=O)c1cc(NC(=O)c2nn(C)cc2Br)cc(C(=O)OC(C)C)c1 | -1.4% | 1 | i | 0.8 | 1% | 3% | 3% | -1% | 0% | 1.8%
COc1ccc(-c2nc(Cn3c(SCc4ccc(C)cc4)nc4ccncc43)c(C)o2)cc1OC | -1.7% | 1.2 | i | 4.8 | 3% | -2% | 7% | 3% | 9% | -8.0%
CS(=O)(=O)N(CC(=O)NCC1CCCO1)c1cc(Cl)c(Cl)cc1Cl (stereo not drawn) | -1.0% | 1 | i | 0.6 | -1% | -11% | -4% | 11% | 2% | -3.9%
CC(C)Cn1nc(NC(=O)c2cccs2)c2cc3ccccc3nc21 | . | . | i | 1.2 | . | -1% | . | 0% | -4% | .
O=C1C=C(c2cccs2)C[C@H](c2ccccc2)[C@H]1n1nnc([N+](=O)[O-])n1 | 0.1% | 1.1 | . | . | 17% | 6% | 40% | 6% | -21% | -1.6%
COc1ccc(CCNC(=S)Nc2ccc(C)cc2C)cc1 | -2.8% | 1 | i | 0.3 | 7% | -5% | 4% | 0% | 1% | -5.0%
Further entries follow:
SMILES | ER stress rescue | TNAP activation fold | Myeloid diff 2 | Myeloid diff 2 GFP+ MAC1+ % | human PMI inhibition | LYP inhibition | human PMI inhibitors | P. falciparum M1AAP | P. falciparum M17LAP | XIAP antagonists
O=S(=O)(c1cccc(-c2cn3cccnc3n2)c1)N1CCOCC1 | . | 1.2 | i | 7.4 | -5% | -4% | -5% | 12% | -311% | 6.9%
Brc1cnc2nc(SCc3nc4ccccc4[nH]3)[nH]c2c1 | . | . | i | 0.9 | . | -3% | . | -13% | 1% | .
CCOC(=O)c1c(NC(=O)CN2C(=O)NC(C)(c3ccc(Cl)cc3)C2=O)sc(C(=O)NC)c1C (stereo not drawn) | 11% | 1.1 | i | 0.8 | 24% | 6% | 9% | 13% | 7% | -2.3%
CCC(C)C1C(C#N)=C(N)Oc2n[nH]c(C)c21 (stereo not drawn) | 0.4% | 0.8 | i | 2.0 | -5% | 2% | -3% | -1% | 6% | 1.4%
CCOC(=O)c1cn(CC(=O)Nc2ccccc2C(=O)OCC)nn1 | 5.6% | 1.1 | i | 1.0 | -1% | -5% | 4% | 2% | 1% | -1.6%
CC1CCN(CCOc2cc(Cl)ccc2Cl)CC1 | -2.8% | 1.1 | i | 6.1 | 9% | -3% | 6% | 4% | 13% | -3.5%
